Source: PubChem (National Center for Advancing Translational Sciences (NCATS))
MmCpn inh – Inhibitors of TCP-1 ring complex (TRiC) of Methanococcus maripaludis (MmCpn): qHTS | Chaperonin Mm-Cpn (Methanococcus maripaludis) | purified Mm-Cpn ATPase, ADP Transcreener TR-FRET | Potency, µM (top dose mostly 76.9 µM), for inactives: at the top dose activity, negative = inhibition, most hits filed as inhibitors | 0.031% of 330,000 active; also: potency is read from the fitted curve at half-maximal effect; % is scaled to controls: 0 for no effect and ±100 for the full control effect; nearly all actives have a fitted effect of over 80% in size
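Measured: ADP formation by purified Mm-CPN. Conditions: 25 nM protein, 10 uM ATP, Tris pH 7.4 with Mg2+, K+ and DTT, 37°C for 30 min. Detection: Transcreener HTRF after 30 min at room temperature.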
Nrf2 activator – qHTS of Nrf2 Activators. AREc32 ARE-luciferase reporter (MCF7-derived line), luminescence, 24 h. Potency, µM (titrated, usually from 46.1 µM), for the others: at the highest dose activation, actives largely listed as activators. 0.31% of 410,000 active; also: potency is read from the fitted curve at half-maximal effect; % of control where 0% means no effect; nearly all actives have a fitted effect of over 65% in size
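Luciferase luminescence (Steady-Glo, 30 min at room temperature) served as the read-out of ARE activation in AREc32 cells treated with compounds for 24 hr at 37 deg C.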
TGFb SMAD3 inh – qHTS for Inhibitors of TGF-b; HepG2 CAGA-GFP TGF-b/SMAD3 reporter, GFP fluorescence, 18 h; TGF-beta stimulated, 500 pg/mL final; Potency, µM (highest dose often 46.1 µM), for the others: at the highest dose activity, negative = inhibition, actives largely listed as inhibitors; 1.2% of 410,000 active; also: potency is read from the fitted curve at half-maximal effect; % is scaled to controls: 0 for no effect and ±100 for the full control effect; nearly all actives have a fitted effect of over 65% in size
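TGF-beta reporter screen: HEPG2 CAGA-GFP, 1% FBS, 500 pg/mL TGF-beta final, 18 h; per-cell GFP summed per well; curves fitted and categorized by class.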
Abeta rescue – qHTS for compounds that reverse cellular toxicity of Amyloid beta (A-beta) peptide in yeast: Primary Screen; 0.063% of 410,000 active; yeast expressing A-beta42, growth rescue, OD600, 48 h; response scale: 0% DMSO, 100% iron-clioquinol control; Potency, µM (highest dose often 46.1 µM), without a hit: at the highest dose growth rescue, hits mostly activators; also: potency is read from the fitted curve at half-maximal effect; nearly all actives have a fitted effect of over 55% in size
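Yeast growth medium received pinned compounds, then yeast cells expressing toxic A-beta were added; plates incubated at 30 C for 48 hr. Growth read as absorbance at 600 nm, normalized to DMSO and equimolar FeCl3 plus clioquinol controls.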
Akt phos inh – HTS Assay for Inhibitors of Akt Phophorylation: Primary Screen. Neuro2A IGF-stimulated pAkt S473 HTRF, 20 min; stronger effect = lower value. AID 651550, 2012. 0.32% of 360,000 active. activity change, % for hits at 50 µM; in the data active = activity change below about -80%; inconclusive = mostly about -51% to -80%; also: % is scaled to controls: 0 for no effect and ±100 for the full control effect
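Neuro2A cells (4,500/well, DMEM with 0.5% FBS) were treated with compound at a single 50 µM final concentration, stimulated with 6 nM IGF for 20 min at 37 °C, and lysed. Phospho-Akt Ser473 was read by HTRF as 665/615 ratio ×10^4.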
HepG2 viability – qHTS for Inhibitors of TGF-b: Cytotox Counterscreen. HepG2 CAGA-GFP viability, ATP luminescence, 18 h. Potency, µM (top dose mostly 46.1 µM), for the others: at the top dose activity change, negative = cytotoxicity, actives largely listed as cytotoxic. 0.76% of 410,000 active; also: potency is read from the fitted curve at half-maximal effect; some results filed as inactive show a strong effect at the top dose
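HepG2 CAGA-GFP cells (1000/well, DMEM with 1% FBS) received compound, then TGF-beta at 500 pg/mL final, and were incubated 18 hours at 37 degrees C. Viability was read by CellTiter-Glo luminescence. Media-only wells were set as complete cell-killing and DMSO as no toxicity.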
CCT modulator – High-Throughput Screening for Modulators of Cytosolic Chaperonin Activity; purified chaperonin ATPase assay, HTRF ADP detection, 30 min; activity change, % (no concentration beside the values), hits read low; 0.3% of 360,000 active; in the data active = activity change below about -30%; also: % is scaled to controls: 0 for no effect and ±100 for the full control effect
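TRiC at 40 or 20 nM final (batch-dependent) in 30 mM Tris pH 7.4, 100 mM KCl, 5 mM MgCl2, 1 mM DTT, with compound at single 76 uM and 10 uM ATP, 30 min at 37 deg C. ADP detected by HTRF Transcreener, 665/615 ratio.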
Nrf2 inh – Nrf2 qHTS screen for inhibitors. Potency, µM (doses to about 46 µM), for inactives: at the highest dose activity change, negative = inhibition, actives largely listed as inhibitors. 2.1% of 360,000 active. A549 ARE-Fluc reporter, luciferase luminescence, 18-24 h; also: potency is read from the fitted curve at half-maximal effect; % is scaled to controls: 0 for no effect and ±100 for the full control effect; nearly all actives have a fitted effect of over 60% in size
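Two sequential reads on A549 ARE_Fluc cells exposed to compound for 18-24 h: a CellTiter-Fluor fluorescence read for viability, then a luciferase luminescence read for Nrf2/ARE activity.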
A549 tox – Nrf2 qHTS screen for inhibitors: counterscreen for cytotoxicity; Potency, µM (doses to about 46 µM), for the others: at the top dose activity change, negative = cytotoxicity, actives largely listed as inhibitors; A549 ARE-Fluc cells, CellTiter-Fluor viability, 18-24 h; 0.16% of 390,000 active; AID 504648, 2011; also: potency is read from the fitted curve at half-maximal effect; % is scaled to controls: 0 for no effect and ±100 for the full control effect
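A549 ARE_Fluc cells in 5% FBS OPTI-MEM were exposed to compounds in concentration-response for 18-24 h at 37 deg C. Viability was read by CellTiter-Fluor fluorescence (Ex 405/Em 525) after 30 min, before the luciferase read.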
* hit, by the source's call; i = inactive; ? = inconclusive; . = not tested or not shown; [ ] = remark or other dose. Unless noted, calls follow the shape of the dose curve; as a rule, active = well fitted curve in the direction sought with a large enough effect; inconclusive = small, poorly fitted or top-dose-only effect, or another doubt; inactive = no such curve, though single readings can be large; an effect the other way counts as inactive or inconclusive.

Results follow in this order: Abeta rescue | Nrf2 inh | TGFb SMAD3 inh | HepG2 viability | A549 tox | Nrf2 activator | CCT modulator | MmCpn inh | Akt phos inh
- COc1ccc(S(=O)(=O)N2CCC(C(=O)NCCN3CCOCC3)CC2)cc1
    1.0% | 1.9% | -9.0% | 4.0% | 0.9% | -0.2% | 0.9 | 1.8% | i
- CCc1ccc(S(=O)(=O)c2cn(Cc3ccccc3F)c3cc(OC)c(OC)cc3c2=O)cc1
    3.1% | -17.4% | ? | -3.0% | 1.7% | -0.1% | . | . | .
- CC(C)Cc1ccc(CN2C(C(C)C)C(=O)N(Cc3cn(CCC4OCCO4)nn3)CCS2(=O)=O)cc1 (stereo unspecified)
    25.1% | . | ? | -19.5% | . | -0.1% | -2.1 | . | i
- Cc1c(NC(=O)c2cccc(NC(=O)Cc3ccc(Cl)cc3)c2)c(=O)n(-c2ccccc2)n1C
    -3.1% | ? | 3.5% | 0.3% | -6.2% | 1.5% | 0.2 | -9.8% | i
- CCOc1ccc2nc(Cl)c(C3CC(c4ccc(C)cc4)=NN3C(=O)CCC(=O)O)cc2c1 (stereo unspecified)
    14.7% | 5.3% | 2.5% | -0.8% | -6.6% | -0.5% | . | . | .
- COC(=O)c1ccccc1NC(=S)NC(=O)c1ccccc1F
    -17.2% | -16.7% | 1.2% | -2.4% | 3.2% | 8.9% | -4.6 | 1.3% | i
- Cc1cc(-c2ccccc2)c2c(=O)[nH][nH]c2n1
    15.5% | ? | -12.2% | 11.6% | -2.1% | -1.0% | -1.9 | -1.6% | i
- COc1ccc(OCC(=O)N(Cc2cccs2)c2ccc(OC)cc2)cc1
    -4.7% | ? | -27.5% | -9.8% | -0.5% | 3.3% | . | . | .
- CN(C)S(=O)(=O)c1ccc(Cl)c(NC(=O)COC(=O)c2ccc(O)cc2)c1
    5.3% | 15.3% | -17.4% | 5.6% | -0.6% | -0.4% | 0.3 | 0.2% | i
- COc1ccc(-n2c(N)c(C(=O)NCc3ccco3)sc2=S)cc1
    5.3% | -16.6% | -9.4% | -12.2% | -8.3% | 4.8% | -3.2 | -13.2% | i
- CCOC(=O)c1c(C)n(-c2ccccc2)c2ccc(OC(=O)c3cccc(Cl)c3)cc12
    -9.6% | 6.9% | -15.4% | -5.1% | -2.8% | -0.1% | . | . | .
- Cc1cc(C(=O)Nc2cnc3ccccc3c2)ccc1[N+](=O)[O-]
    -6.3% | ? | 1.7% | 20.6% | -3.2% | 1.0% | 0.1 | 1.9% | i
- CCOC(=O)c1cc(C(=O)NCc2ccc(Cl)cc2Cl)nn1C
    0.0% | 20.6µM* | -14.1% | -18.2% | -17.0% | 0.2% | 2.3 | -1.5% | i
- CCN(CC)S(=O)(=O)c1ccc(N2CCOCC2)c(NC(=O)COc2ccccc2C#N)c1
    -7.1% | 3.4% | -0.6% | -18.2% | 1.6% | -0.5% | 3.0 | -11.8% | i
- NC(=O)c1nn2c(C(F)(F)F)cc(-c3ccc(Br)cc3)nc2c1Cl
    -5.2% | . | 38.4%[activator] | -1.8% | 2.6% | 4.9% | . | . | .
- Cc1ccc(OCCNC(=O)c2ccc(NC(=O)CC3SC(N4CCCC4)=NC3=O)cc2)cc1 (stereo unspecified)
    4.6% | ? | -5.7% | -1.5% | 1.6% | 3.3% | 2.6 | 1.8% | i
- COc1ccc(OC)c(NC(=O)C2CCCCC2)c1
    -2.2% | 13.9% | 2.6% | 1.9% | 9.0% | 1.3% | -2.3 | -1.9% | i
- COCC1CCN(Cc2cn(C)nc2-c2cccc(Cl)c2)C1 (stereo unspecified)
    -5.7% | -16.2% | 7.6% | 2.6% | -14.9% | 0.7% | -2.1 | -0.5% | i
- O=c1cc(CNc2cc(C(F)(F)F)cc(C(F)(F)F)c2)nc2sccn12
    2.6% | ? | ? | -17.2% | -1.7% | 0.5% | -2.2 | 0.3% | i
- CCOC(=O)C1=C(C)NC(C)=C(C(=O)OCC)C1c1cccc([N+](=O)[O-])c1
    -27.8% | . | -24.5% | -17.8% | . | 3.3% | -2.5 | . | i
- CSC1=NCCN1C(=O)c1ccc(S(=O)(=O)N2CCCC2)cc1
    10.4% | 2.3% | 25.7% | 21.1% | 1.3% | 0.2% | 2.3 | -2.8% | i
- CCOc1ccc(NC(=O)CN(C)C(=O)c2c(-c3ccccc3Cl)noc2C)cc1OCC
    0.3% | -22.3% | 9.2% | 2.0% | 3.0% | 0.2% | 0.9 | -2.8% | i
- c1ccc(Cn2nnnc2C(c2cccnc2)N2CCN(C3CCCCC3)CC2)cc1 (stereo unspecified)
    1.5% | 9.9% | -23.0% | 4.5% | -0.9% | 0.1% | -1.5 | -3.5% | i
- CCCCN(C(=O)CSc1nncn1-c1ccccc1OC)c1c(N)n(Cc2ccccc2)c(=O)[nH]c1=O
    -5.0% | 11.5% | -4.8% | -2.2% | -1.8% | 1.8% | -1.7 | 0.8% | i
- Oc1cccc(C(=S)N2CCN(Cc3ccccc3)CC2)c1
    9.4% | -13.1% | -6.4% | -27.3% | -0.1% | 0.2% | -1.0 | 1.8% | i
- COCCNC(=O)c1ccc(N2CC3CC(C2)c2cccc(=O)n2C3)c(NC(=O)c2ccc(F)cc2)c1 (stereo unspecified)
    -14.3% | -5.4% | -1.8% | 2.0% | 7.6% | 0.1% | -1.3 | -1.0% | i
- O=C(Nc1ccccc1)N(Cc1ccccc1)Cc1ccccc1
    14.2% | . | -20.9% | 6.0% | 8.3% | -0.4% | -0.3 | 0.5% | i
- OC(c1ccc(Cl)c(F)c1)c1ncc(-c2ccc(Cl)cc2)[nH]1 (stereo unspecified)
    -24.0% | . | ? | -67.0% | . | -1.6% | -0.2 | . | i
- CC1=C(SCCC#N)S/C(=C2\SC(C)=C(SCCC#N)S2)S1
    -86.9%[inhibitor] | ? | -14.8% | -34.5% | ? | ? | -0.6 | -1.9% | i
- CCc1nc(N[C@H](C(=O)O)C(C)C)c2oc3ccccc3c2n1
    -0.7% | 8.9% | -18.8% | -16.2% | 0.7% | 2.5% | -4.7 | 0.4% | i

Exported as tab-separated lines: part of the list above.
Structure	Abeta rescue	Nrf2 inh	TGFb SMAD3 inh	HepG2 viability	A549 tox	Nrf2 activator	CCT modulator	MmCpn inh	Akt phos inh
Oc1cccc(C(=S)N2CCN(Cc3ccccc3)CC2)c1	9.4%	-13.1%	-6.4%	-27.3%	-0.1%	0.2%	-1.0	1.8%	i
COCCNC(=O)c1ccc(N2CC3CC(C2)c2cccc(=O)n2C3)c(NC(=O)c2ccc(F)cc2)c1 (stereo unspecified)	-14.3%	-5.4%	-1.8%	2.0%	7.6%	0.1%	-1.3	-1.0%	i
O=C(Nc1ccccc1)N(Cc1ccccc1)Cc1ccccc1	14.2%	.	-20.9%	6.0%	8.3%	-0.4%	-0.3	0.5%	i
OC(c1ccc(Cl)c(F)c1)c1ncc(-c2ccc(Cl)cc2)[nH]1 (stereo unspecified)	-24.0%	.	?	-67.0%	.	-1.6%	-0.2	.	i
CC1=C(SCCC#N)S/C(=C2\SC(C)=C(SCCC#N)S2)S1	-86.9%[inhibitor]	?	-14.8%	-34.5%	?	?	-0.6	-1.9%	i

Following part
Results follow in this order: Abeta rescue | Nrf2 inh | TGFb SMAD3 inh | HepG2 viability | A549 tox | Nrf2 activator | CCT modulator | MmCpn inh | Akt phos inh
- O=C(CSc1nc2c(oc3ccccc32)c(=O)[nH]1)Nc1cccc(Cl)c1
    -5.7% | ? | 11.2µM* | -61.9% | 3.0% | 2.7% | . | . | .
- CC(O)(c1ccccc1)c1nc(-c2ccccc2)cs1 (stereo unspecified)
    ? | . | -26.7% | -21.3% | . | 3.9% | -2.1 | . | i
- COc1c2ccoc2c(OC(C)=O)c2oc(C)cc(=O)c12
    -13.8% | -9.2% | 10.4% | 6.6% | -5.0% | -0.6% | -1.9 | -18.3% | i
- CC(=O)N1CCc2cc(S(=O)(=O)CCC(=O)NCc3ccc4c(c3)OCO4)ccc21
    5.9% | -18.8% | -7.4% | -8.1% | -7.1% | -0.5% | 0.7 | -0.8% | i
- Cc1cc(=O)[nH]c(SCC(=O)c2ccc(C(C)C)cc2)n1
    -10.0% | 27.2% | 16.8% | 3.7% | -6.9% | 4.2% | -1.5 | -0.5% | i
- COC(=O)c1cc(Nc2cc(C)c3c(O)cccc3n2)cc(C(=O)OC)c1
    19.1% | ? | ? | -59.2% | -8.2% | 0.0% | 0.5 | 1.2% | i
- NC(=O)c1cnn(-c2ccc3ccccc3c2)c1N
    -13.6% | ? | ? | -12.7% | 3.2% | 5.2% | -4.2 | -16.0% | i
- CC1=C(C(=O)OCc2ccccc2)C(c2ccc(-c3ccccc3)cc2)NC(=O)N1CCCCCC(=O)O (stereo unspecified)
    2.5% | -26.1% | -8.6% | 7.2% | 4.2% | -0.4% | -0.9 | 1.5% | i
- COc1ccc(CCCc2nnc(SCC(=O)Nc3ccc(F)cc3)o2)cc1C
    -22.0% | -30.0% | -7.9% | -18.2% | 10.4% | -0.6% | . | . | .
- CCNC(=O)COC(=O)CCC(=O)c1ccc(F)cc1
    -6.1% | 5.6% | 1.9% | 4.7% | 1.4% | -0.4% | 1.7 | 0.2% | i
- CC(C)(C)S(=O)(=O)/C(C#N)=C/Nc1ccccn1
    -0.9% | ? | -2.0% | 12.2% | -1.6% | -0.4% | 1.6 | -11.3% | i
- CN(Cc1ccccc1)S(=O)(=O)c1ccc2c(c1)NC(=O)CC(=O)N2
    15.0% | 5.0% | -14.0% | 2.6% | 3.0% | -0.7% | 0.1 | 1.0% | i
